High-throughput results as filed in PubChem.
CHRM1 antagonist = human CHRM1 antagonism; inhibition, % at 3 µM; CHO-K1 hM1, Fluo-8 calcium fluorescence, ACh EC80 antagonist; AID 588852; 1.3% of 360,000 active;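 active means percent inhibition above its own plate's cutoff, namely the mean of that plate's compound wells plus 3 SD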;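 further: peak over basal fluorescence ratio during 140 s after agonist addition; 0% = ACh EC80 plus DMSO and 100% = DMSO alone without agonist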
Target sequence (P11229 whole entry, looked up): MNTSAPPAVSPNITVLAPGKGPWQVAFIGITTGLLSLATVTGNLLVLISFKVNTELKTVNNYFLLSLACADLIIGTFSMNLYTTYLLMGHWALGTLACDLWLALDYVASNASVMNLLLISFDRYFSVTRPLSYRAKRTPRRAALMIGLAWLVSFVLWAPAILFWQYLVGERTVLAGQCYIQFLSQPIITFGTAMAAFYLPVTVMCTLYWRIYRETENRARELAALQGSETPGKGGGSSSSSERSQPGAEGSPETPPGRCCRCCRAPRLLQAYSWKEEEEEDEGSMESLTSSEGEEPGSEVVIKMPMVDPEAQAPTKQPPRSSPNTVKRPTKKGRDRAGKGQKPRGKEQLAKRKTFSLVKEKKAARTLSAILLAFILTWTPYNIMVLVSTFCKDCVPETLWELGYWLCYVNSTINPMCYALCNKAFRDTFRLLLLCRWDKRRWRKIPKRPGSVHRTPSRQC
CHO-K1 Ca ag = nonselective activator or artifact in parental CHO-K1 cells; Fluo-8 calcium fluorescence; scaled to maximal ATP response, vehicle zero; activation, % at 3 µM; 0.48% of 360,000 active; AID 602248; in the data active means activation above about 15%;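 further: untransfected CHO-K1 host cells lacking M1 receptor as counterscreen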
OXTR potentiate = potentiates the human oxytocin receptor response; AID 2445; 0.061% of 320,000 active; activation, % at 3 µM; CHO-OTR cells, Fluo-8 calcium fluorescence, potentiator mode; 0% = oxytocin EC15, 100% = EC100; P30559;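 active means activation above that plate's cutoff, the mean activation of tested compounds plus 3 SD, cut at about 6.6% in these data, passing the limit was not always enough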;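 further: 100% uses oxytocin at 75 nM as the full agonist control; some results filed as inactive read as strong as hits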
Target sequence (P30559 whole entry, looked up): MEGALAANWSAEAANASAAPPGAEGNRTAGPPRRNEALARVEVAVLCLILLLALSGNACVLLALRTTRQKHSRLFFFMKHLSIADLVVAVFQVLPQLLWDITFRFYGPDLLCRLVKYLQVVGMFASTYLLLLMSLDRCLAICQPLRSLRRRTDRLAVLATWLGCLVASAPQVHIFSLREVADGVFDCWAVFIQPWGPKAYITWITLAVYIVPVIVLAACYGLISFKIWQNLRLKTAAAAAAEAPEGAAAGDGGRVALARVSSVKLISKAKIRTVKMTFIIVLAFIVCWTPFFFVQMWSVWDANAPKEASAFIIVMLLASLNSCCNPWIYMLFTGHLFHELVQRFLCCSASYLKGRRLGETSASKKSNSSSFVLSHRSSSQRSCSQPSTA
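System: human OTR in CHO cells; Also added: sub-maximal oxytocin, roughly EC15; Timing: compound 6 min at room temperature before oxytocin, 100 s read; Technique: Fluo-8 intracellular calcium fluorescence, ex 470-495, em 515-575 nm; Controls: oxytocin EC15 low and EC100 high; Replication: singlicate.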
TAAR1 agonist = agonists of human TAAR1 | CHO RD-HGA16 TAAR1, Fluo-8 calcium fluorescence; vehicle wells 0%, saturating PEA agonist 100% | AID 624467 | 0.99% of 360,000 active | activation, % at 3 µM | Q96RJ0;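 active means activation above the mean activation of all test compounds in the run plus 3 SD, cut at about 38% in these data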
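Signal – calcium-sensitive Fluo-8 signal, excitation 470-495, emission 515-575 nm · System – RD-HGA16 (CHO) cells co-expressing Gα16 and hTAAR1 · Incubation – 17-24 h seeding, 75 min 37 °C dye, 30 min RT · Compound dosing – 3 µM single concentration · Repeats – no replicates (n 1)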
TAAR1 antagonist = antagonists of human TAAR1; Q96RJ0; CHO RD-HGA16 TAAR1, Fluo-8 calcium fluorescence, antagonist; inhibition, % at 3 µM; 1.5% of 360,000 active; AID 624466;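 active means inhibition above a per-plate cutoff, the mean inhibition of test compounds on that plate plus 3 SD, cut at about 49% in these data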;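 further: 0% = DMSO plus EC80 beta-PEA response and 100% = DMSO alone without agonist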
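Test system: RD-HGA16 CHO cells with stable hTAAR1 and Gα16 / Probe or stimulus: EC80 β-phenethylamine stimulus / Times: seeding 17-24 h prior, 75-min 37 °C, 30-min RT dye loading / Detection: Fluo-8 calcium-sensitive fluorescence / Read-out basis: % inhibition scaled between DMSO and EC80 PEA controls / Repeats: singlicate, one well per test compound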
M1 ag = agonists of human M1 muscarinic receptor. P11229. CHO-K1 hM1, Fluo-8 calcium fluorescence, agonist mode; 0% DMSO, 100% acetylcholine EC100. activation, % at 3 µM. 0.33% of 360,000 active;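 active means activation above the run's mean compound activation plus 3 SD, cut at about 16% in these data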;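 further: peak over basal fluorescence ratio within a 140 s kinetic read after compound addition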
CHO-K1 Ca antag = counter-screen for M1 antagonists: effect in parental CHO-K1 cells. ATP-induced calcium, Fluo-8 fluorescence. inhibition, % at 3 µM. 0.6% of 360,000 active. AID 602250;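 active means inhibition above a per-plate cutoff, the plate's mean sample inhibition plus 3 SD, cut at about 24% in these data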;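 further: 0% = DMSO plus EC80 ATP and 100% = DMSO alone without ATP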
CHO parental Ca = signal in parental CHO cells, OX1R antagonist counter-screen; parental CHO-K1, ATP-induced calcium, Fluo-8 fluorescence; inhibition, % at 5.6 µM; 0.63% of 330,000 active; AID 463079;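 active means inhibition above that plate's mean sample inhibition plus 3 SD, cut at about 26% in these data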;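 further: 0% = ATP-challenged DMSO wells and 100% = DMSO wells without ATP; some compounds past the cut are filed as inactive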
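Test system: untransfected parental CHO cell line. Compound: one dose, 5.6 µM nominal. Detection: intracellular calcium via Fluo-8 no-wash fluorescent dye. Measure: % inhibition. Benchmarks: ATP-challenged DMSO wells low, unchallenged DMSO wells high.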
CHO-K1 Ca PAM = counter-screen for M1 PAMs: effect in parental CHO-K1 cells; 0.02% of 360,000 active; ATP EC20, Fluo-8 calcium fluorescence; 0% at ATP EC20, 100% at ATP max; AID 602247; activation, % at 3 µM;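 active means activation above the run cutoff, the mean activation of all test compounds plus 3 SD, cut at about 40% in these data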;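 further: peak over basal fluorescence ratio in a 140 s read after ATP addition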
An asterisk follows results filed as active; . = no result given.

Molecule	CHO parental Ca	TAAR1 agonist	CHRM1 antagonist	M1 ag	CHO-K1 Ca PAM	CHO-K1 Ca ag	OXTR potentiate	CHO-K1 Ca antag	TAAR1 antagonist
O=C1NCCCc2c1oc1cc(Br)c(O)c(Br)c21	-5	14	0	-2	1	0.8	3	4	-7
CCOC(=O)Nc1sc(C(=O)N(C)C)c(C)c1C(=O)OCC	-2	3	-6	1	-6	-0.2	-8	9	-13
CCOC(=O)/C(=N\Nc1ncnc2ccccc12)c1ccc(OC)cc1	-4	-2	-7	-3	-2	3.2	-9	-10	8
Oc1ccc(/C=N/NC(=S)N2CCOCC2)cc1	-5	8	-10	-5	18	0.6	-6	-9	-13
Nc1cccnc1S(=O)(=O)c1cccc(C(F)(F)F)c1	-1	7	-17	0	16	1.3	-1	-12	-6
CCOC(=O)c1sc(NC(=O)CN(CC)CC)c(C(=O)OCC)c1C	-25	0	-15	-4	-1	0.0	0	-2	-4
CC(=O)Nc1sc2c(c1C(c1ccccn1)N1CCCC1)CCCC2 (stereo not drawn)	-14	-1	14	4	-18	0.1	-21	0	-12
O=C(OCC(=O)N1CCCCCC1)c1cccnc1Cl	3	28	-6	-2	10	1.1	-7	-17	7
CN1CCN(C(=O)c2cc3sccc3n2CC(=O)c2ccccc2)CC1	-17	2	-5	-7	23	1.0	3	-19	5
Cc1cc(Nc2ccccc2)c2c([N+](=O)[O-])ccc(C)c2n1	-29	-1	2	-10	12	-1.1	-3	-4	3
O=C(Cc1csc(NC(=O)Nc2cccc(Cl)c2)n1)NCc1cccnc1	-23	8	21	-3	-17	1.3	-11	9	19
Cc1cccc(N(CC(=O)NC2CCCC2)C(=O)CCC(=O)Nc2nc(C)cs2)c1	-11	10	-13	0	-10	3.6	-8	-14	-4
CCOc1ccccc1-c1ccc(C(=O)NCc2ccccc2)o1	-22	13	-7	-6	8	-0.4	-4	-6	15
Cc1cccc(C)c1NC(=O)C(C)Sc1n[nH]c(-c2ccncc2)n1 (stereo not drawn)	-5	6	-3	0	18	2.7	1	-14	-40
Cc1cc(NC(=O)CCS(=O)(=O)c2nc(-c3ccccc3)cc(C(F)(F)F)n2)no1	-13	3	-34	-4	8	0.0	-12	9	1
Cc1cnc(NC(=O)C2(c3ccccc3)CC2)s1	-12	3	-1	-9	2	-0.7	-2	-13	9
Cc1ccc(OCC(=O)N(Cc2cccs2)C2CCS(=O)(=O)C2)cc1 (stereo not drawn)	-17	4	-16	-1	22	2.0	-5	-18	-29
COc1ccccc1N(CC(=O)Nc1ccc(C(F)(F)F)cc1)S(C)(=O)=O	-13	3	2	-7	-10	0.7	-1	12	-9
CCCn1c(SCC(=O)NCc2ccc(C)cc2)n[nH]c1=O	-7	0	2	-1	-3	1.1	7	-3	-17
O=C(COc1ccc2ccc(=O)oc2c1)OCc1ccccc1	-5	3	-9	-8	4	0.4	-10	-6	-24
O=C(NCc1nnc(SCC(=O)N2CCOCC2)o1)c1c(F)cccc1Cl	-10	7	-6	-7	18	0.4	-6	-10	3
Cc1cc(=O)oc2cc(O)cc(O)c12	.	2	-32	-2	17	-0.3	.	-5	-16
Cc1cc(C)cc(OCC(=O)Nc2ccncc2)c1	-10	6	0	3	-2	6.4	-17	-6	-1
CN(C)Cc1csc(NC(=O)Nc2ccccc2Oc2ccccc2)n1	.	10	1	2	20	1.5	.	-6	-15
Cc1ccc(NC(=O)Nc2ccc3c(c2)N(C)C(=O)CS3)nc1	1	24	13	-2	14	8.9	-4	-12	49*
OC(CNCCc1ccccc1)COc1ccc(OCC(O)CNCCc2ccccc2)cc1 (stereo not drawn)	-12	13	7	-8	17	0.5	-11	-3	0
CCOC(=O)CSc1nnc(CNC(=O)c2cccs2)n1-c1cccc(C)c1	-21	2	0	-9	12	0.8	-4	-35	7
Cc1nc2sccn2c(=O)c1S(=O)(=O)NCC1CCN(Cc2ccccc2Cl)CC1	4	0	39*	-14	17	0.9	1	-17	-22
CCOC(=O)c1c(O)cc(OC)cc1CCc1ccccc1	-17	-1	-4	-4	27	0.6	.	-17	-19
Cc1cc(C)cc(NC(=O)C2CCN(C(=O)[C@@H]3Cc4ccccc4CN3)CC2)c1	-11	10	14	-2	4	1.8	-2	-8	5
COCCNC(=O)C(=O)NNS(=O)(=O)c1ccc(Cl)cc1	6	2	-15	-5	13	-0.3	-6	-13	-13
O=C(Nc1nnc(-c2ccc(Cl)cc2)o1)c1nc2ccccc2s1	-3	92*	-4	0	0	0.8	-7	-3	29
O=C(NCCS(=O)(=O)N1CCN(c2cccc(Cl)c2)CC1)c1ccc2c(c1)OCO2	-3	6	-8	-1	7	1.9	-13	-9	-8
Cc1ccc(C(=O)NCCCCNC(=O)c2ccc(C)o2)o1	-10	0	-8	-2	23	1.4	-2	-7	-2
NC(=O)N/N=C/c1ccccc1OCC(=O)NCc1ccccc1	-6	1	-10	-1	17	0.7	1	-15	-4
COc1ccc(OC)c(/C=C/C(=O)N2CCN(S(=O)(=O)c3ccc(C)cc3C)CC2)c1	-32	2	2	-4	-1	2.5	-3	-18	23
COc1ccccc1CN(Cc1nc2ccccc2c(=O)[nH]1)S(=O)(=O)c1ccc(C)cc1	-25	1	.	.	.	.	-6	.	53*
CCCOc1ccc(C(=O)NNC(=O)CCNC(=O)c2ccccc2Cl)cc1OC	-3	7	-18	-1	9	0.9	2	-1	-15
CN1CCN(c2ccc(S(=O)(=O)N3CCCCC3)cc2N)CC1	3	2	-10	-8	9	0.8	-4	-14	-24
COc1ccccc1CC(=O)NCCN1CCCCC1	-2	-1	-6	-8	-6	0.1	-13	1	-11
COc1ccc(C(=O)c2sc3nc(-c4ccccc4)ccc3c2N)cc1OC	5	10	10	-1	6	2.3	-8	3	25
CCCOC(=O)CSc1nnc(-c2cc(OC)c(OC)c(OC)c2)o1	-27	4	-2	-1	13	2.0	-8	-7	18
CCn1c(=O)c(CCC(=O)NCCN2CCOCC2)c(C)c2c(C)nn(-c3ccccc3)c21	-21	0	-13	-1	-1	0.3	-6	1	-18
COC(=O)COc1ccc(S(=O)(=O)NC2CCCCCC2)cc1	-2	5	-2	2	8	3.8	-6	6	-12
COC(=O)CSc1nc(-c2ccccc2)c2c(c1C#N)CCCC2	-14	4	-10	1	15	0.5	-5	-1	22

Quoted at random: two compounds from above
Molecule	CHO parental Ca	TAAR1 agonist	CHRM1 antagonist	M1 ag	CHO-K1 Ca PAM	CHO-K1 Ca ag	OXTR potentiate	CHO-K1 Ca antag	TAAR1 antagonist
NC(=O)N/N=C/c1ccccc1OCC(=O)NCc1ccccc1	-6	1	-10	-1	17	0.7	1	-15	-4
COC(=O)COc1ccc(S(=O)(=O)NC2CCCCCC2)cc1	-2	5	-2	2	8	3.8	-6	6	-12

Other structures.
Molecule	CHO parental Ca	TAAR1 agonist	CHRM1 antagonist	M1 ag	CHO-K1 Ca PAM	CHO-K1 Ca ag	OXTR potentiate	CHO-K1 Ca antag	TAAR1 antagonist
CC(=O)N1CCN(Cc2cc(=O)oc3ccc4ccccc4c23)CC1	.	3	-6	-2	21	2.0	.	3	-11
O=C(C[n+]1ccc(C(=O)N/N=C/c2ccc(Cl)cc2Cl)cc1)c1ccccc1	-21	17	-10	-8	22	0.3	-6	-12	29
COc1ccc(CNC(=O)CSc2nc3nc(C)cc(C)n3n2)cc1	7	4	-4	-5	17	0.8	-9	-1	-2
CC(=O)c1ccccc1NC(=O)COC(=O)/C=C/c1cccs1	-26	6	-7	-3	19	0.8	-2	-3	31
Cc1cccc(NS(=O)(=O)c2ccc(C(=O)NCC3CCCO3)cc2)c1C (stereo not drawn)	-9	13	-2	4	-3	4.7	-3	-2	-25
N#CCC(=N)N1CCN(c2ccccc2)CC1	-19	13	1	-3	15	0.9	-11	-17	16
C[C@H]1O[C@@H](O[C@H]2CC[C@@]3(C)C(CC[C@]4(C)C3C=C[C@]35OC[C@@]6(CCC(C)(C)C[C@H]63)[C@@H](O)C[C@]54C)[C@]2(C)CO)[C@H](O)[C@@H](O[C@@H]2O[C@H](CO)[C@@H](O)[C@H](O)[C@H]2O)[C@H]1O (stereo partly drawn)	22	21	6	8	6	0.2	-9	1	1
CCN(CC)C(=O)c1sc2nc(-c3ccc(OC)cc3)cn2c1C	-7	4	5	-3	15	-0.1	-5	-7	5
N#Cc1c(-n2cccc2/C=N/O)sc2c1CCCC2	-3	1	15	-5	11	0.7	-11	-13	-5
CCOc1ccccc1C(=O)N1CCC(n2nnc3cc(C)ccc32)CC1	-22	7	-13	-2	-8	2.1	-3	5	-6
Cc1ccc(NC(=O)c2ccc(=O)[nH]c2)cc1S(=O)(=O)N1CCCCC1	14	1	-13	-1	-2	0.6	-17	-3	-11
O=C(c1cc(-c2ccccn2)nc2c(Cl)cccc12)N1CCN(C(=O)C2CCCO2)CC1 (stereo not drawn)	-15	8	-15	3	-6	0.8	-7	7	-4
Cc1ccc(-c2ccc(SCC(=O)NC3CCCCC3)nn2)cc1	-15	-3	-17	-3	18	-0.1	-4	-12	-22
C=CCc1ccc(OCCCOc2ccc(C)c(C)c2)c(OC)c1	-15	3	3	-1	19	1.1	-5	-21	-6
COc1ccc(NC(=S)Nc2ccc3c(c2)c(=O)n(C)n3-c2ccccc2)cc1	.	-1	-13	-9	2	-0.1	.	3	-19
CC1(C(=O)NS(=O)(=O)c2ccccc2Cl)CCN1C(=O)COc1ccc(Cl)cc1 (stereo not drawn)	.	2	-4	-2	13	2.7	.	1	5
COCCNC(=O)C(c1ccc(F)cc1)N(C(=O)CCC(=O)Nc1nccs1)c1ccc(C)cc1 (stereo not drawn)	-26	2	-4	-2	-13	-0.2	3	12	-19
CCOc1cc(CNC2CCCC2)c(Cl)cc1OCC(=O)Nc1ccccc1	-3	4	9	-6	7	1.6	1	-13	26
COCCCn1c(C(=O)NC2CCCCC2)cc2c(=O)n3cccc(C)c3nc21	.	1	2	-4	2	2.1	.	-11	-5
NC(=O)c1ccsc1NC(=O)COC(=O)Cc1ccsc1	13	12	-4	5	7	6.1	-28	-2	26
